# mcGAS MS inh: mouse cGAS inhibition by mass spec | inhibition, % at 12.5 µM | recombinant mouse cGAS, cGAMP by RapidFire MS | 0.18% of 130,000 active | AID 1259397;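 active = inhibition of cGAS enzyme activity at or above 60%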;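 note: enzyme stimulated by 45 bp dsDNA with ATP and GTP substrates; cGAMP share of summed cGAMP plus half ATP and half GTP signals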
# Target sequence (Q8C6L5 whole entry, looked up): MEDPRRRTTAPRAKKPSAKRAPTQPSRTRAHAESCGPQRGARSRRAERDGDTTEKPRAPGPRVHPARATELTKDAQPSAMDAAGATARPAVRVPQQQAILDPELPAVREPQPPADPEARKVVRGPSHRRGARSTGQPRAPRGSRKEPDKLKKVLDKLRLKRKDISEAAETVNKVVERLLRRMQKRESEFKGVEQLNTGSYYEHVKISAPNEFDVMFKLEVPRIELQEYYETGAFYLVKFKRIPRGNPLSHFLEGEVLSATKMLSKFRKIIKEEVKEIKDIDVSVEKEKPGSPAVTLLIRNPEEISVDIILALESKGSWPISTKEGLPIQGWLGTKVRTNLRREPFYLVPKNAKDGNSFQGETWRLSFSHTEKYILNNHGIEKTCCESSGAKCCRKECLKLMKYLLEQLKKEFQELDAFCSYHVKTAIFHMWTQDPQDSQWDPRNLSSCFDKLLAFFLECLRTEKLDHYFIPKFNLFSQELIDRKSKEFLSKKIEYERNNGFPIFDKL
# Numbers without * were called inactive; & = joins results of further samples.
# The opening 3 records (preview)
mcGAS MS inh	SMILES
-5	Cc1cc2ncc(C(=O)N3CCCC(Cc4ccc(C(F)(F)F)cc4)C3)c(C)n2n1 (stereo not drawn)
-5	CCCCCn1nc(C(=O)NNS(=O)(=O)c2ccc3ccccc3c2)c2ccccc2c1=O
-11	Cc1cn2c3c(=O)n(C)c(=O)n(C)c3nc2n1-c1ccc(O)cc1

# The list itself, repeating the preview:
mcGAS MS inh	SMILES
-5	Cc1cc2ncc(C(=O)N3CCCC(Cc4ccc(C(F)(F)F)cc4)C3)c(C)n2n1 (stereo not drawn)
-5	CCCCCn1nc(C(=O)NNS(=O)(=O)c2ccc3ccccc3c2)c2ccccc2c1=O
-11	Cc1cn2c3c(=O)n(C)c(=O)n(C)c3nc2n1-c1ccc(O)cc1
-6	c1ccc(CC(Cc2ccccc2)=NNc2nncc3ccccc23)cc1
-13	CNCCOc1cccc(-c2cccc(O)c2)c1
8	O=C(CNc1ccc(Cl)cc1F)N1CCN(c2ccccc2)CC1
-17	CN1CCC(CN2CCN(CCC(=O)N3CCCc4ccccc43)CC2)CC1
2	Cc1ccc(S(C)(=O)=O)cc1NC(=O)CCOc1cc(Cl)ccc1Cl
9	Cc1noc(C)c1CCC(=O)N1CCCC2(CC1)CN(C)C(=O)O2 (stereo not drawn)
-4	COCC1CN(c2ccc3nccn3n2)CCO1 (stereo not drawn)

mcGAS MS inh	SMILES
3	Cc1nn(C(C)C)c(C)c1CN(C)C(=O)Cn1ncc(N(C)C)cc1=O
-8	CC(=O)OCc1ccc(-c2nc(-c3ccccc3)c(C)[nH]2)o1
0	CSc1ncccc1C(=O)Nc1nc2c(F)cc(F)cc2s1
-7	CC(=O)N[C@@H]1C[C@H](Cc2ccccc2)O[C@H](/C=C/c2ccccc2)C1
-8	O=c1ccc(-c2ccc3c(c2)OCO3)nn1Cc1cccc2ccccc12
-3	NC(=NO)c1cncc(OCC(F)(F)F)n1
1	Cn1c(CNC(=O)CN)cc(=O)n(C)c1=O
5	COc1ccc(-n2nnc3c(=O)n(CC(=O)N4CCCc5ccccc54)cnc32)cc1
-18	COc1ncccc1-c1[nH]cnc1-c1ccccc1
-13	O=C(Nc1cccc(CN2CCOCC2)c1)C1COc2ccccc2O1 (stereo not drawn)

# 6 structures from above, sorted by number of heavy atoms, largest number first.
mcGAS MS inh	SMILES
5	COc1ccc(-n2nnc3c(=O)n(CC(=O)N4CCCc5ccccc54)cnc32)cc1
-8	O=c1ccc(-c2ccc3c(c2)OCO3)nn1Cc1cccc2ccccc12
-7	CC(=O)N[C@@H]1C[C@H](Cc2ccccc2)O[C@H](/C=C/c2ccccc2)C1
-8	CC(=O)OCc1ccc(-c2nc(-c3ccccc3)c(C)[nH]2)o1
-18	COc1ncccc1-c1[nH]cnc1-c1ccccc1
1	Cn1c(CNC(=O)CN)cc(=O)n(C)c1=O

# More structures
mcGAS MS inh	SMILES
-5	N#Cc1cccc(S(=O)(=O)NCCSCc2ccsc2)c1
-8	CCNC(=O)C1CCN(c2ccc(C(F)(F)F)cc2[N+](=O)[O-])CC1
-5	COc1ccc(NC(=O)CSc2n[nH]c(C(C)C)n2)c(OC)c1
-12	O=C1OCC2(CCN(Cc3cc4n(n3)CCCNC4)CC2)O1
5	CCn1ncc(CN2CCOC(Cc3cccc(C(F)(F)F)c3)C2)c1C (stereo not drawn)
-3	CC(C)=CCCC(C)CNC1C2CC3CC1CC(O)(C3)C2 (stereo not drawn)
-23	CC(C)OC(=O)c1cc(NC(=O)CN2CCOC2=O)ccc1Cl
-7	CC(C)Cc1nnc(NC(=O)CC2Oc3ccccc3NC2=O)s1 (stereo not drawn)
-2	CC(C)N(C)Cc1nnnn1CC(=O)NCC1COc2ccccc2O1 (stereo not drawn)
2	CN(C)C(=O)c1ccc(OCCCC2CCCC2)cc1

# Shown as labelled records: part of the list above
> COc1ccc(NC(=O)CSc2n[nH]c(C(C)C)n2)c(OC)c1
- mcGAS MS inh: -5

> O=C1OCC2(CCN(Cc3cc4n(n3)CCCNC4)CC2)O1
- mcGAS MS inh: -12

> CCn1ncc(CN2CCOC(Cc3cccc(C(F)(F)F)c3)C2)c1C (stereo not drawn)
- mcGAS MS inh: 5

# (more compounds)
mcGAS MS inh	SMILES
-4	CNS(=O)(=O)c1ccc(S(=O)(=O)Oc2ccc(C(C)(C)C)cc2C)cc1
-13	Cc1ccc(C2(O)CCN(Cc3cc(=O)n4ccc(C)cc4n3)CC2)nc1
-11	CCC(c1ccncc1)N(C)C(=O)Nc1cc(F)c(N(C)C)c(F)c1 (stereo not drawn)
-15	CCNC(=O)C1CSCN1C(=O)CC(C)(C)C (stereo not drawn)
22	CCOC(=O)C1=C(C)NC(=O)NC1c1cc2c(C)ccc(C)c2[nH]c1=O (stereo not drawn)
-10	CC(=O)N[C@H]1[C@H](Oc2cccc3ccccc23)O[C@@H]2COC(C)(C)O[C@H]2[C@@H]1O
-27	CC(C)(C)N=CC(=CNC(C)(C)C)[N+](=O)[O-]
-12	COC(=O)[C@@H]1C[C@H](NC(=O)c2cc(=O)[nH]c3ccc(C)cc23)CN1C
-10	Cc1ccc2nc(CN(C)Cc3c(C)n(C)n(-c4ccccc4)c3=O)[nH]c2c1
-5	CN(CC1(C)CCN(Cc2ccccc2)CC1)C(=O)c1ccn[nH]1

mcGAS MS inh	SMILES
-4&-3	CCOC(=O)N1CCN(C2CCCN(C(=O)/C=C/c3ccc(OC)cc3)C2)CC1 (stereo not drawn)
-6	O=C(c1cccc(OC(F)F)c1)N1CCOC(Cc2ccccc2)C1 (stereo not drawn)
8	O=c1[nH]c2c(s1)C(c1ccc(-c3ccc([N+](=O)[O-])cc3)o1)C1C3CCC(C3)C1S2 (stereo not drawn)
-21	Clc1cc2c(c(CSc3ncnc4ccccc34)c1)OCOC2
-5	CN(CC(=O)Nc1cccc(F)c1)Cc1cccc(Cl)c1
5	Cc1[nH]n(Cc2ccc(Cl)cc2)c(=O)c1C=O
-11	CCn1c(C2CC(=O)N(C)C2)n[nH]c1=O (stereo not drawn)
-7	CCOC(=O)C1=C(C)N=c2s/c(=C\c3cccs3)c(=O)n2C1c1ccc(OC)c(OC)c1 (stereo not drawn)
-13	CCC(C(=O)Nc1ccccc1)N(C)Cc1ccsc1 (stereo not drawn)
-2	CCC(NC(=O)CN1c2cccc3cccc(c23)S1(=O)=O)c1ccc(C)cc1 (stereo not drawn)

mcGAS MS inh	SMILES
1	Clc1ccc(-c2csc3ncnc(Sc4nnc(C5CC5)o4)c23)cc1
9	O=C(c1ccc[nH]1)N1CCc2c(nc(-c3ccccn3)[nH]c2=O)C1
-9	Cc1cccc(S(=O)(=O)NC(=O)C2(C)CCN2C(=O)C2(c3ccc(Cl)cc3)CC2)c1 (stereo not drawn)
-1	Cc1oc(-c2ccccc2Cl)cc1C(=O)NCCc1cnc[nH]1
-2	CCc1cnc(C)nc1N1CCCC(C(=O)c2ccc(C(F)(F)F)cc2)C1 (stereo not drawn)
-3	O=C(CSc1nnnn1C1CCCC1)c1cc(Cl)sc1Cl
-4	c1ccc2c(CCNC3CCSC3)c[nH]c2c1 (stereo not drawn)
-4	COc1cccc2cc(C(N)=O)c(=Nc3cccc4ccccc34)oc12
-20	CN(C)C(=O)C1CSCN1C(=O)/C=C/c1ccc2c(c1)OCCO2 (stereo not drawn)
22	N#CC1(C#N)OC(C#N)(C#N)C2c3ccccc3C=CC21 (stereo not drawn)

mcGAS MS inh	SMILES
-7	COc1cccc(C(=O)Nc2c3c(nn2C(C)(C)C)CS(=O)C3)c1 (stereo not drawn)
-6	COc1ccccc1CN(C)C(=O)CCn1nnnc1CN1CCOCC1
-6	N#Cc1c(NC(=O)CCc2cccc(Cl)c2)nc2n1CCS2
-10	O=S(=O)(c1ccccc1)n1ccc2ccccc21
-3	Cn1c(=O)n(Cc2ccccc2)c(=O)c2c1nc1n2CCCN1Cc1ccco1
-6	CCn1ncc(/C=N/NC(=O)c2cc(Cl)ccc2OC)c1C
-15	CCc1ccc(O)c(C(=O)N2CCN(Cc3ccccn3)CC2)c1
12	Oc1ccc(C2=CCN(c3ncnc4ccccc34)CC2)cc1
-5	Cc1noc(C2CCCN(C(=O)Nc3ccc4c(c3)OC(C)(C)O4)C2)n1 (stereo not drawn)
-5	O=c1c2ccccc2c(-c2ccc(F)cc2)nn1CC(O)COCc1cccs1 (stereo not drawn)

mcGAS MS inh	SMILES
0	CC(C)(C)c1nc(CN2CCN(S(=O)(=O)c3ccc4c(c3)CCCC4)CC2)no1
-6	CC(=O)Nc1c(C)nc2ccc(Cl)cn2c1=O
-7	COCCN1CCN(Cc2nnnn2-c2c(C)cccc2C)CC1C (stereo not drawn)
-3	O=C(CN1C(=O)CCC1=O)NCC1CCN(S(=O)(=O)C2CC2)CC1
-8	Cc1nc(N2CCN(Cc3cc(=O)n4ccsc4n3)CC2)c2c(C)c(C)sc2n1
1	Cc1cc(C)n2nc(SCC#N)nc2n1
-13	Cc1sc2ncc(C(=O)N3CCCC4(CNC(=O)O4)C3)c(=O)n2c1C (stereo not drawn)
-5	CC1CCN(Cc2nc(NCCN(C)C)c3c4c(sc3n2)CCC4)CC1
1	Cc1ccc(C(=O)Nc2ccnn2-c2ccc(Cl)cc2)c(=O)[nH]1
-9	O=C(Cn1cncn1)Nc1ccc(Cl)cc1OCC(F)(F)F

# Another view of three compounds above.
structure	mcGAS MS inh
COCCN1CCN(Cc2nnnn2-c2c(C)cccc2C)CC1C (stereo not drawn)	-7
Cc1nc(N2CCN(Cc3cc(=O)n4ccsc4n3)CC2)c2c(C)c(C)sc2n1	-8
CC(=O)Nc1c(C)nc2ccc(Cl)cn2c1=O	-6

# Carrying on.
mcGAS MS inh	SMILES
-8	Cc1nn(S(=O)(=O)N2CCOCC2)c(C)c1Br
-14	Cc1nc(N(C)C)nc(N(C)Cc2ccoc2)c1C
0	Cc1ccc(C)c(NC(=O)CN(C)C(=O)Cn2cccn2)c1
6	CCOC(=O)C1(CCCCCCOc2ccc(Cl)cc2)CO1 (stereo not drawn)
-4	Cn1c(C(=O)N2CCCCC2)cc2c(=O)n3ccccc3nc21
-3	Clc1cccc(-c2nnc3n2N=C2CCCCC2S3)c1 (stereo not drawn)
-16	O=S(=O)(NC1CC1)c1ccc(NCc2cccc(C(F)(F)F)c2)nc1
0	COc1ccc(C(=O)OC(c2ccccc2)c2nccc3ccccc23)cc1OC (stereo not drawn)
-12	O=C1C[C@H]2CC[C@@H](CN1)N2Cc1cccc2nsnc12
-2	CC(C)OC(=O)CC12CN(C)CC(CC(=O)OC(C)C)(CN(C)C1)C2=O

mcGAS MS inh	SMILES
-3	CC(CCS(C)=O)NC(=O)Nc1ncc(-c2ccccc2)s1 (stereo not drawn)
-3	NCCn1cc(C(=O)N2CCCC3(CCNC3)C2)nn1 (stereo not drawn)
28	COc1ccccc1/C=C/C=C1\N=C(c2ccc(Cl)c(Cl)c2)OC1=O
-11	Cc1ccc(C(=O)N2CCN(Cc3ccccc3)C(C#N)C2)c(O)c1 (stereo not drawn)
0	Cc1ccc(/C=C/c2nc(SCC(C)C)n[nH]2)o1
14	Cc1ccccc1Cn1c(=O)n(Cc2cccs2)c(=O)c2cccnc21
-15	O=C(c1ccccc1O)N1CCCC(CCc2ccccc2C(F)(F)F)C1 (stereo not drawn)
-4	CN(C)c1nc(Cl)c(CN2CCCC(OCc3cccnc3)C2)s1 (stereo not drawn)
-1	NC(=O)CSc1nnc(-c2ccc(F)cc2)n1CCN1CCOCC1
-4	Cc1ccc(F)c(NC(=O)CCn2cnc3c(cnn3C)c2=O)c1

mcGAS MS inh	SMILES
-4	CCc1nnc2n1N(C(C)=O)C(c1ccc(Cl)c(Cl)c1)=C(C(C)=O)S2
-14	CC(C)Nc1ncc(-c2nccn2Cc2ccc(F)c(F)c2)cn1
-6	Cc1cc(N2CCCN(Cc3cccnc3N)CC2)ccn1
6	CCn1ccc(C(=O)N(CCCN2CCOCC2)c2nc3ccc(Cl)cc3s2)n1
0	CCn1cc(C(=O)NC2CC(C)(OC)C2(C)C)cn1 (stereo not drawn)
-3	O=c1n(CCOc2ccc(F)cc2)nnn1-c1ccccc1Cl
0	CC(C#N)Sc1nnc(Cc2c(F)cccc2Cl)o1 (stereo not drawn)
-2	Cc1nc(NCCNC(=O)c2cccs2)cc(N2CCOCC2)n1
-3	Cc1cccc(NC(=O)CCC(=O)N2CCC(c3ccccc3)=N2)n1
0	CC(C)CC(=O)NNS(=O)(=O)c1cc(F)cc(F)c1

mcGAS MS inh	SMILES
-1	CC1(C)CC(=O)C=C(Nc2ccccc2C(=O)N2CCCC2)C1
-7	COC(=O)[C@@H]1CCCN1c1ccc(-c2nc(COc3ccccc3)no2)cn1
-10	CC(C)Oc1ccccc1NS(=O)(=O)N(C)C(C)C
-2	COC(=NCc1ccccn1)NC(=O)c1cccc(C(F)(F)F)c1
-3	CCOCC(=O)N(Cc1cccc(C)c1)c1ccc2[nH]c(=O)[nH]c2c1
-26	CCOC(=O)N1CCC(C(=O)NC(C)C23CC4CC(CC(C4)C2)C3)CC1 (stereo not drawn)
-10	O=C1OC(c2ccc3c(c2)OCO3)=NC1=Cc1cnn(Cc2ccccc2Cl)c1
-4	CCC(C)NS(=O)(=O)c1ccc2c(c1)CCN2C(C)=O (stereo not drawn)
3	Cn1nc(-c2cccs2)cc1C(=O)N1C[C@H]2CC=CC[C@H]2C1
-6	Nc1nnc(SCc2ccc(C(F)(F)F)cc2)s1

mcGAS MS inh	SMILES
-8	CCc1ccccc1-n1ccn(CC(=O)c2ccc(F)cc2)c(=O)c1=O
47	Cn1cc(C2c3sc(=O)[nH]c3SC3C(=O)NC(=O)C32)c2ccccc21 (stereo not drawn)
6	O=C(CCl)N1CCN(Cc2ccc(Cl)s2)CC1
0	O=C(Cc1cnn(-c2ccccc2)c1)NCC1CCCCC1
-17	Cc1nn(C)c(C)c1CN(Cc1ccccc1)C1CC1
-1	COc1ccc(N(C(=O)c2cccc(NC(C)=O)c2)C(C)C)cc1F
-6	c1sc2c(c1CN1CCCCCC1)CCCC2
5	CN(CCNC(=O)NC1CCC(C(F)(F)F)CC1)Cc1ccccc1 (stereo not drawn)
4	COC(=O)c1ccc(S(=O)(=O)N2CC(C)OCC2C)c(C)c1 (stereo not drawn)
-3	C=CCn1c(=S)[nH]c2ccsc2c1=O

# Screens as filed in PubChem.

# Some of the compounds tested, so the mix of outcomes need not match the whole.
